Cardiac RTF inh – cardiac RTF calcium desensitization. P19429+P45379. IANBD-labeled cardiac RTF, Ca2+ fluorescence. inhibition, % at 7.15 µM. 0.12% of 340,000 active. AID 493244;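 active = inhibition above the mean inhibition of all tested compounds plus 3 SD, cut at about 17% in these data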;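 note: assay run at fixed EC70 calcium of 1.6 mM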
OPRM1-OPRD1 inv – inverse agonist of human OPRM1-OPRD1 heterodimerization. AID 504357. cell-based MOR-DOR heterodimer luminescence, inverse agonism. P35372+P41143. 0.21% of 340,000 active. inhibition, % at 9.3 µM; in the data active = inhibition above about 22%, passing the limit was not always enough;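 note: 0% = cells with DMSO and 100% = wells without cells with DMSO; values of inactives mirror those of a sister screen read the other way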
Target sequence (P35372 whole entry, looked up): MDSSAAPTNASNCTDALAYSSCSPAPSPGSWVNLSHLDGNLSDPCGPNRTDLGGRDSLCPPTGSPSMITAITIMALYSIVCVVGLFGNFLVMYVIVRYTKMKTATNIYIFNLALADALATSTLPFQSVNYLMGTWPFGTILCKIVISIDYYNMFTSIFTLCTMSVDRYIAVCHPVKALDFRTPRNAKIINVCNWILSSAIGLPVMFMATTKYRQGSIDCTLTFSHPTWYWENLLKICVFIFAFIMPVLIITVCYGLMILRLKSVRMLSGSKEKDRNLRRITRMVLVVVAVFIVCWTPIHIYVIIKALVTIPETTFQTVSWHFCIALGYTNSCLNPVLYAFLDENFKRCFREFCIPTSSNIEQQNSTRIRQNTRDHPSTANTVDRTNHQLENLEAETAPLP
Target sequence (P41143 whole entry, looked up): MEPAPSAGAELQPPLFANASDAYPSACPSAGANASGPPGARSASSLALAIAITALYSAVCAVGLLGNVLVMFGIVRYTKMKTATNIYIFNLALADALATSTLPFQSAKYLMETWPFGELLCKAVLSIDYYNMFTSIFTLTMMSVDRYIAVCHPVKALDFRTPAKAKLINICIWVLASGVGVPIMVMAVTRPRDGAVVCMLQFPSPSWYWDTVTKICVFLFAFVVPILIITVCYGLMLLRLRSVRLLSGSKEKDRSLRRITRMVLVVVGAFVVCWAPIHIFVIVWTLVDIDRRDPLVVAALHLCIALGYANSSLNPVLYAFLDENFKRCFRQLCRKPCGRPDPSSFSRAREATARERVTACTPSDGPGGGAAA
cardiac RTF act – increases calcium sensitivity of human cardiac regulated thin filaments; P19429+P45379; IANBD-labeled TnC RTF fluorescence at EC20 calcium; 0% EC20 calcium, 100% full calcium; activation, % at 7.2 µM; 0.24% of 340,000 active; AID 493008;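 active = activation above the mean over all tested compounds plus 3 SD, cut at about 30% in these data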;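 note: rise in fluorescence read as greater calcium sensitivity of cardiac thin filaments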
CAL PDZ FP – CAL PDZ (human) peptide binding inhibition | Q9HD26 | purified CAL PDZ, TMR-peptide fluorescence polarization, 1 h | inhibition, % at 24.9 µM | 0.92% of 300,000 active;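 active = mean inhibition of at least 30% with at least half of replicates also reaching 30%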;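 note: 0% = DMSO neutral control and 100% = excess unlabeled competitor peptide PRC23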
HTR5A ag – HTR5A agonism, opioid heterodimer counter-screen | 0.61% of 340,000 active | P47898 | HTR5A agonist assay, luminescence, cell-based | activation, % at 9.3 µM; in the data active = activation mostly above about 9.5%, no sharp cut-off; inactive = mostly below about 7.6%;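 note: 0% = cells with vehicle only and 100% = reference agonist; strong numbers were not always called active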
LANA DNA inh – blocks KSHV LANA C-terminal domain binding to DNA; MBP-C-LANA/FAM-LBS DNA binding, fluorescence polarization; inhibition, % at 9 µM; 0.078% of 340,000 active;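 active = highest replicate inhibition at or above 60% at 9 µM, even if other replicates fall short; inactive = all replicates below 60% inhibition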;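 note: 0% = neutral control wells and 100% = 4 µM acridine orange control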
MOR-DOR ag – OPRM1-OPRD1 heterodimerization agonism. cells, luminescence. 0.3% of 340,000 active. activation, % at 9.3 µM. P35372+P41143; in the data active = activation above about 18%;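 note: 0% = vehicle-treated cells and 100% = reference agonist; values of inactives mirror those of a sister screen read the other way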
HTR5A inv ag – inverse agonist of human HTR5A in OPRM1-OPRD1 counter-screen. P47898. inhibition, % at 9.3 µM. 0.083% of 340,000 active. AID 504634. HTR5A cell line, luminescence, inverse agonism; in the data active = inhibition mostly above about 23%, no sharp cut-off; inactive = mostly below about 18%;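 note: 0% = cells with DMSO and 100% = no-cell wells with DMSO; some compounds called inactive have numbers as strong as hits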
Keap1-Nrf2 PPI – Keap1-Nrf2 (human) interaction inhibition. 0.15% of 340,000 active. Keap1 Kelch-Nrf2 peptide fluorescence polarization, 1536-well. inhibition, % at 9.4 µM. Q14145. AID 504523; in the data active = inhibition above about 12%;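 note: human Keap1 Kelch domain with fluorescein labeled Nrf2 9mer peptide probe; 0% = neutral control wells and 100% = peptide positive control; higher means more block of Keap1 binding to Nrf2 peptide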
V-ATPase pH – alters yeast V-ATPase proton transport | S. cerevisiae, pHLuorin cytosolic pH fluorescence | response, % at 10 µM | 0.37% of 350,000 active | AID 504577; in the data active = response mostly above about 7.3%, no sharp cut-off; inactive = mostly below about 5.4%; note: actives read high; inactives centre near 0; some compounds called inactive have numbers as strong as hits; reference of the scale not given here
* = called active by the depositor; · = not tested or not shown.

SMILES | Cardiac RTF inh | OPRM1-OPRD1 inv | cardiac RTF act | CAL PDZ FP | HTR5A ag | LANA DNA inh | MOR-DOR ag | HTR5A inv ag | Keap1-Nrf2 PPI | V-ATPase pH
Cc1cc(-c2ccccc2)nc(N(C)NC(=O)C(C)(C)C)c1S(C)(=O)=O | 3 | 9 | -3 | -3 | 1 | 0.4 | -1.8 | -3 | -2 | 0
CCOC(=O)N1CCC(N2C(=O)c3ccccc3C2=O)CC1 | 3 | 10 | 5 | · | 0 | -1.4 | -1.8 | -20 | 5 | 3
Cc1ccc(Cl)cc1NC(=O)c1cc(S(=O)(=O)N2CCOCC2)cn1C | -3 | 0 | 0 | -2 | 4 | -0.9 | -0.1 | -11 | 0 | 4
c1ccc(-c2nc(-n3ccnc3)nc(-n3ccnc3)n2)cc1 | 2 | -2 | 4 | -2 | -1 | -0.6 | 0.3 | 3 | -6 | 4
COc1ccc(NS(=O)(=O)c2cc(C)ccc2C)cc1 | -4 | 0 | 6 | · | 0 | 0.1 | 0.1 | 0 | 4 | 2
Brc1ccc(-c2csc(/N=C/N3CCCC3)n2)cc1 | 4 | -8 | -3 | -1 | 3 | -1.7 | 1.7 | 6 | -3 | 0
COc1ccc(NC(=O)CSc2nc3c(c(=O)n(C)c(=O)n3C)n2C)c(OC)c1 | 7 | -17 | -4 | -4 | 9 | -2.4 | 2.1 | 5 | -5 | 3
COc1ccc(S(=O)(=O)N2CCCC2C(=O)NCc2ccccc2Cl)cc1 (stereo not drawn) | 10 | 4 | 1 | 26 | 2 | -1.5 | -0.8 | -4 | 3 | -1
N/C(Cc1ccc([N+](=O)[O-])cc1)=N\OC(=O)CC1CCCCC1 | -12 | -13 | 6 | 1 | -5 | -0.4 | 2.8 | 14 | -4 | 4
NC(=O)C1CCN(C(=O)COc2ccc(S(=O)(=O)NC3CCCC3)cc2)CC1 | 3 | 22 | -12 | 4 | -4 | 0.4 | -4.2 | 20 | 0 | 6
CCC(=O)c1ccc(O)cc1 | 8 | 9 | -4 | -2 | 0 | 0.2 | -1.7 | -1 | -7 | -1
Cc1cc(OCc2nc(-c3ccncc3)no2)cc(C)c1Cl | -9 | -14 | 1 | -1 | -2 | 1.1 | 3.1 | 14 | 2 | 5
O=C(O)c1ccccc1C(=O)Nc1nc(-c2ccccc2)cs1 | -5 | -2 | 1 | 8 | 2 | -4.1 | 0.5 | -6 | -1 | -1
Cn1c(SCC(=O)NCC2CCCO2)ncc(C(=O)Nc2ccc(F)cc2)c1=O (stereo not drawn) | -7 | -1 | -2 | -7 | -4 | -3.5 | 0.2 | 10 | 0 | 4
CCN1C(=O)c2cccc3c(S(=O)(=O)Nc4nc(C)cs4)ccc1c23 | 4 | 15 | -6 | -5 | 0 | 3.0 | -3.6 | 22 | -1 | 1
CCNC(=S)N(CCCN(C)C)Cc1cc2cc3c(cc2[nH]c1=O)OCCO3 | -6 | 9 | 2 | -1 | -1 | 0.6 | -1.8 | 2 | 3 | -2
O=C(NC(NC(=S)Nc1ccc(Cl)cc1)C(Cl)(Cl)Cl)c1ccco1 (stereo not drawn) | -25 | -13 | -3 | -3 | 1 | -1.2 | 2.1 | -6 | -5 | -2
CC(C)CC(COCc1ccc(Cl)cc1)N1CCN(C(=O)c2ccc(Cl)cc2Cl)CCC1=O (stereo not drawn) | 7 | -9 | 0 | 3 | 2 | 0.0 | 2.1 | -1 | -3 | -1
C=CCNC(=S)Nc1cccc2[nH]ncc12 | -1 | 1 | 5 | -4 | 6 | 1.5 | -0.2 | 19 | -7 | -1
Cc1oc(-c2cc(F)cc(F)c2)nc1CN1CCSCC1 | 4 | 14 | -4 | -2 | -1 | 0.9 | -3.1 | 2 | -1 | -1
Cc1cc(F)c(F)c(C(=O)N2CCN(C)CC2)c1Cl | 2 | 6 | -11 | 4 | 1 | 1.1 | -1.1 | -8 | 2 | -5
Cc1nc(SCC(=O)c2cccs2)c2oc3ccccc3c2n1 | -2 | -33 | 1 | -3 | 3 | 2.3 | 7.5 | -9 | -6 | 6
CC(O)CNc1nc2ccccc2n1CC(=O)NCC(F)(F)F (stereo not drawn) | -2 | · | -2 | 0 | · | -1.6 | · | · | 1 | 4
COc1cc(/C=C(\C#N)c2nc3ccc(C)cc3[nH]2)cc([N+](=O)[O-])c1O | -3 | 19 | -1 | 3 | -5 | 2.5 | -3.7 | 14 | 0 | -1
O=C(O)c1cc(-c2ccc(/C=N/N3C(=O)C4C5C=CC(CC5)C4C3=O)o2)ccc1Cl (stereo not drawn) | -13 | 3 | 6 | · | 7 | -0.3 | -0.6 | -1 | -5 | 3

Shown with tabs: part of the list above.
SMILES	Cardiac RTF inh	OPRM1-OPRD1 inv	cardiac RTF act	CAL PDZ FP	HTR5A ag	LANA DNA inh	MOR-DOR ag	HTR5A inv ag	Keap1-Nrf2 PPI	V-ATPase pH
O=C(NC(NC(=S)Nc1ccc(Cl)cc1)C(Cl)(Cl)Cl)c1ccco1 (stereo not drawn)	-25	-13	-3	-3	1	-1.2	2.1	-6	-5	-2
CC(C)CC(COCc1ccc(Cl)cc1)N1CCN(C(=O)c2ccc(Cl)cc2Cl)CCC1=O (stereo not drawn)	7	-9	0	3	2	0.0	2.1	-1	-3	-1
C=CCNC(=S)Nc1cccc2[nH]ncc12	-1	1	5	-4	6	1.5	-0.2	19	-7	-1

Going on with the list.
SMILES | Cardiac RTF inh | OPRM1-OPRD1 inv | cardiac RTF act | CAL PDZ FP | HTR5A ag | LANA DNA inh | MOR-DOR ag | HTR5A inv ag | Keap1-Nrf2 PPI | V-ATPase pH
CC(CP(=O)(O)O)NC(=O)Cc1ccccc1 (stereo not drawn) | -21 | 10 | 8 | -18 | 4 | -0.4 | -1.9 | -35 | -6 | 2
Cc1nc(SCc2cccnc2)[nH]c(=O)c1C | -3 | 14 | -1 | · | 0 | 1.3 | -2.7 | 21 | -2 | -1
COc1cc(OC)cc(C(=O)Nc2ccc(-c3nc4ccccc4o3)c(O)c2)c1 | 10 | -20 | 3 | 0 | 14* | -0.9 | 3.7 | -6 | 4 | 0
C=CCOC(=O)N1CCC2CC1c1cc(-c3cccc(C)c3)ccc12 (stereo not drawn) | 3 | 0 | -1 | -3 | 0 | 13 | -0.1 | 1 | 2 | -2
O=C(CCCN1C(=O)/C(=C/c2ccccc2Cl)SC1=S)NNC(=O)c1ccc(Cl)cc1Cl | -13 | 1 | -2 | -5 | 2 | 0.9 | -0.1 | 7 | -1 | 12
COc1ccccc1/C=N\N=C(\N)c1ccccn1 | -7 | 9 | -6 | -1 | -6 | 0.7 | -1.7 | 16 | -3 | -1
O=S(=O)(c1ccc2c(c1)C(O)c1ccccc1CC2)C(F)(F)F (stereo not drawn) | 2 | -39 | -11 | 2 | 13* | 0.5 | 6.9 | -32 | -3 | -5
N#Cc1cccc(S(=O)(=O)N2CCN(c3ccnc4cc(Cl)ccc34)CC2)c1 | -2 | 14 | -1 | -3 | -1 | 0.6 | -2.5 | 17 | 0 | 4
c1coc(-c2nc3nc4ccccc4n3nc2-c2ccco2)c1 | -10 | -29 | -1 | -1 | -1 | 3.6 | 4.8 | 11 | 4 | -7
CCOc1cc(C2C(C(=O)OC)=C(C)N=C3SCCC(=O)N32)ccc1OC(C)=O (stereo not drawn) | -18 | 7 | -1 | -2 | 5 | -0.4 | -1.2 | -15 | -3 | -3
O=C(NCCO)c1ccc(Oc2ccc(C(F)(F)F)cc2[N+](=O)[O-])cc1 | -5 | -6 | 7 | 2 | -1 | -2.0 | 1.1 | 4 | -5 | -3
O=C(CSc1nnc(NC(=O)c2ccccc2F)s1)NC1CC1 | -11 | 0 | -2 | 1 | -1 | -1.8 | 0.0 | -8 | -4 | 3
COc1ccc(-c2nnc(SCc3ccccc3F)o2)cc1 | -2 | -3 | 0 | 0 | -9 | -0.3 | 0.7 | 19 | 0 | -2
COc1ccc(CNc2nc(C)cc(C)c2C#N)cc1 | 2 | -1 | 1 | -4 | 2 | -10 | 0.1 | -9 | -1 | 4
CC1C(=O)N2CCCc3cc(S(=O)(=O)Nc4ccccc4F)cc1c32 (stereo not drawn) | -7 | 3 | -8 | -5 | 1 | -0.7 | -0.4 | -18 | 0 | 0
CCN(CC(=O)NC(c1ccccc1)c1ccccc1)Cc1nc2ccccc2c(=O)[nH]1 | -3 | -2 | -3 | 1 | -1 | -1.2 | 0.4 | 3 | -1 | -8
CCOc1ccccc1N=Nc1c(C)[nH]n(C(N)=S)c1=O | -12 | 4 | 0 | 37* | 1 | 2.9 | -0.9 | -2 | 1 | 2
Cc1ccc2c(c1)NCC(C(=O)NC1CCCCC1)O2 (stereo not drawn) | -1 | -11 | -4 | 1 | 0 | 1.0 | 2.0 | -2 | -3 | -3
O=C(CNC(=O)c1ccc(N2C(=O)c3ccccc3C2=O)cc1)OCC(=O)c1ccc(Cl)cc1 | 5 | 6 | -1 | 1 | 0 | 1.2 | -0.8 | 0 | -3 | 1
CC1(C)CC(=O)C2=C(C1)Nc1ccccc1NC2 | -14 | -9 | 11 | -4 | 3 | 0.4 | 1.5 | -7 | -2 | 2
Cc1nonc1-c1ccc2c(c1)OCO2 | -5 | 12 | -2 | -4 | -2 | 1.7 | -2.3 | 8 | -1 | 4
CCc1c(C)nc2ncnn2c1N1CCC(C(=O)NCc2cccs2)CC1 | 0 | 4 | -3 | -4 | -2 | -0.3 | -0.7 | 19 | -4 | -1
C/C(=N\NC(=O)CN(c1ccccc1)S(=O)(=O)c1ccccc1[N+](=O)[O-])C(C)(C)C | -28 | 5 | 6 | -2 | 2 | -1.5 | -1.0 | 0 | -6 | 1
Cc1cc(NC(=O)c2cc(-c3ccc(O)cc3)on2)no1 | -1 | 1 | -5 | -9 | 4 | -7.7 | -0.2 | -12 | 0 | 1
CC(=O)c1sc(NC(=O)c2oc3ccc(F)cc3c2C)nc1C | 6 | 9 | -4 | -3 | 0 | -0.8 | -2.2 | 0 | 3 | 0
SMILES | Cardiac RTF inh | OPRM1-OPRD1 inv | cardiac RTF act | CAL PDZ FP | HTR5A ag | LANA DNA inh | MOR-DOR ag | HTR5A inv ag | Keap1-Nrf2 PPI | V-ATPase pH
CC1(C)C(=O)Nc2ccccc2N1C(=O)CSc1nc(-c2ccccc2)cs1 | -8 | -11 | -1 | -2 | 4 | 0.2 | 1.6 | 5 | -4 | -3
COc1nc(NCCc2ccc(OC)c(OC)c2)nc(OC)n1 | -5 | 4 | -2 | 5 | 8 | -3.3 | -0.9 | -20 | 1 | 2
O=c1c2ccccc2c2ccccc2c(=O)n1Cc1ccco1 | -6 | 6 | -1 | · | 5 | -2.4 | -1.2 | -16 | 1 | -1
CC1=C(C(=O)Nc2cccc([N+](=O)[O-])c2)C2(CCC(C)CC2)OC1=O (stereo not drawn) | -17 | -14 | -6 | -6 | 2 | 1.3 | 1.9 | -9 | -2 | ·
CCOc1ccccc1C(=O)NCC(=O)NC(C)c1ccc(-n2ccnc2)cc1 (stereo not drawn) | -3 | -3 | -6 | -6 | 1 | 0.5 | 0.5 | -3 | -2 | 5
Cc1cccc(N=Nc2c(C)nn(-c3ccccc3)c2N)c1C | -3 | -1 | 7 | -1 | 2 | 1.5 | 0.1 | -8 | -2 | 1
CN(C)S(=O)(=O)c1ccc(C(=O)Nc2ccc(F)cc2F)cc1 | -1 | 13 | -3 | · | -3 | 0.5 | -2.3 | 7 | -1 | -3
Cn1c(=O)c([N+](=O)[O-])c(NCCCn2ccnc2)c2ccccc21 | -7 | 26 | 5 | · | 6 | 0.5 | -5.2 | -14 | 2 | -3
CCCCOc1ccc(Cl)cc1CSc1nncn1N | 5 | 3 | 0 | -5 | 0 | -1.4 | -0.6 | 5 | -6 | 1

Screening data as filed in PubChem.
